All columns: NCI-60 one-dose screen, growth in % after 48 h at 10 µM unless noted; 100 = growth as untreated, 0 = no growth, -100 = all killed.
NCI/ADR-RES = NCI/ADR-RES ovarian cells. hit rate 4.4% among 81,000. AID 1794790
OVCAR-8 = OVCAR-8 ovarian cancer | hit rate 4.4% among 81,000 | AID 1794782
NCI-H23 = NCI-H23 lung cancer | hit rate 4% among 80,000
IGROV1 = IGROV1 ovarian cancer. hit rate 4.7% among 79,000. AID 1794786
OVCAR-3 = OVCAR-3 ovarian cancer | hit rate 7% among 79,000 | AID 1794787
SK-OV-3 = SK-OV-3 ovarian cancer cells. hit rate 3.2% among 80,000
OVCAR-5 = OVCAR-5 ovarian cancer. AID 1794783. hit rate 2.9% among 82,000
OVCAR-4 = OVCAR-4 ovarian cancer cells; hit rate 3.7% among 80,000; AID 1794784
NCI-H522 = NCI-H522 lung cancer | hit rate 8% among 78,000
* = called active by the depositor; . = not tested or not shown; & = joins results of further samples; ! = not active in a repeat; [ ] = another dose, or the depositor's remark. How the source made its calls: active means growth percent below 10; inactive means the rest.

SMILES	NCI/ADR-RES	OVCAR-8	NCI-H23	IGROV1	OVCAR-3	SK-OV-3	OVCAR-5	OVCAR-4	NCI-H522
O=[N+]([O-])c1cc2c3ccccc3ccc2c2ccccc12	96	81	91	80	87	90	103	83	95
N#CCCN(CCC#N)S(=O)(=O)c1ccccc1	101	112	95	107	113	102	101	107	93
COc1cc(-c2n[nH]nc2-c2ccncc2)cc(OC)c1OC	110	.	102	96	112	109	112	106	.
N#Cc1c(-c2ccc(Br)cc2)n2cnnc2[nH]c1=O	105	113	104	107	129	112	104	108	94
Cc1ccccc1N1CCN(C(C)(C)C#N)CC1	103	115	99	119	116	106	103	105	74
CC1C(=O)C23CC1CCC2C12COC(O)C1C(C)(C)C(O)CC2OC3=O (centres undefined)	105[100 µM]	99[100 µM]	100[100 µM]	105[100 µM]	114[100 µM]	106[100 µM]	102[100 µM]	99[100 µM]	95[100 µM]
COc1ccc2occ(COC(=O)c3c(C)noc3C)c(=O)c2c1	88	90	87	64	73	114	102	59	43
O=C(Nc1c(Br)cc2c(c1Br)Cc1ccccc1-2)C(Cl)Cl	99	108	92	80	108	101	107	95	107
O=c1ccc(-c2ccccc2)nn1Cc1nc(-c2ncccn2)no1	108	104	106	113	118	.	110	103	.
CC(C)(O)c1cccc(I)c1	105	94	106	105	99	103	109	104	102
[O-]/[N+](=N\Nc1ccc(Cl)cc1)c1ccccc1	111	103	93	.	101	101	108	98	88
COc1cccc(C2SCC(=O)N2n2cnnc2)c1 (centres undefined)	105	105	100	114	105	100	115	117	94
O=C(CCCCCC1CCCCC1)OCC1CCCO1 (centres undefined)	107	115	114	124	146	121	121	113	111
C=C1C(=O)O[C@H]2[C@H]1CC/C(CNC(=O)/C=C/c1ccc(Cl)cc1Cl)=C\CC[C@@]1(C)O[C@@H]21	2.1*	-29*	-61*	-33*	-100*	20	-32*	-53*	-84*
O=C1CSC(c2ccccc2Cl)N1c1nnc(Cn2ccnc2)o1 (centres undefined)	92	105	85	85	97	95	92	92	.
CCCCOCCOC(=O)c1ccccc1C(=O)OCCOCCCC	95	106	97	107	111	96	97	86	96
Cc1ccc(-c2cc3nc(C(Cl)Cl)nc(-c4ccc(C)cc4)n3n2)cc1	90	95	89	100	.	107	100	95	92
COc1cc(-c2nc(C(=O)Nc3ccc(CC(=O)O)cc3)nn2-c2ccc(Cl)cc2)cc(OC)c1OC	96	100	100	92	105	102	103	112	88
N[C@@H]1CCN(C(=O)c2cc3cc(Cl)c(F)c(F)c3[nH]2)C1	103	96	93	81	98	89	90	97	80
CC(C)c1nc(SCC(=O)c2ccccc2)nc(Nc2cccc(S(N)(=O)=O)c2)c1C#N	94	95	97	102	.	118	100	90	96
CCCCCCCCCc1ccc(S)cc1	108	102	101	123	104	113	104	114	97
Cc1nccn1C	106	97	.	113	112	116	95	102	127
COc1ccc([C@@H]2c3[nH]c4ccccc4c3C[C@@H]3C(=O)N(C4CCN(Cc5ccccc5)CC4)CC(=O)N23)c(OC)c1	72	85	86	53	70	82	93	76	81
COc1ccc(/C=C/C(=O)c2cccc(NC(=O)CSc3nc4ccccc4c(=O)n3-c3ccccc3)c2)cc1	105	98	106	103	.	115	107	97	93
O=C(O)COc1ccccc1Cl	98	100	95	104	115	110	97	.	99

A second format for some results above:
The line under a structure holds: NCI/ADR-RES | OVCAR-8 | NCI-H23 | IGROV1 | OVCAR-3 | SK-OV-3 | OVCAR-5 | OVCAR-4 | NCI-H522
- COc1cc(-c2n[nH]nc2-c2ccncc2)cc(OC)c1OC
 : 110 | . | 102 | 96 | 112 | 109 | 112 | 106 | .
- N#Cc1c(-c2ccc(Br)cc2)n2cnnc2[nH]c1=O
 : 105 | 113 | 104 | 107 | 129 | 112 | 104 | 108 | 94
- Cc1ccccc1N1CCN(C(C)(C)C#N)CC1
 : 103 | 115 | 99 | 119 | 116 | 106 | 103 | 105 | 74
- CC1C(=O)C23CC1CCC2C12COC(O)C1C(C)(C)C(O)CC2OC3=O (centres undefined)
 : 105[100 µM] | 99[100 µM] | 100[100 µM] | 105[100 µM] | 114[100 µM] | 106[100 µM] | 102[100 µM] | 99[100 µM] | 95[100 µM]
- COc1ccc2occ(COC(=O)c3c(C)noc3C)c(=O)c2c1
 : 88 | 90 | 87 | 64 | 73 | 114 | 102 | 59 | 43
- O=C(Nc1c(Br)cc2c(c1Br)Cc1ccccc1-2)C(Cl)Cl
 : 99 | 108 | 92 | 80 | 108 | 101 | 107 | 95 | 107
- O=c1ccc(-c2ccccc2)nn1Cc1nc(-c2ncccn2)no1
 : 108 | 104 | 106 | 113 | 118 | . | 110 | 103 | .
- CC(C)(O)c1cccc(I)c1
 : 105 | 94 | 106 | 105 | 99 | 103 | 109 | 104 | 102
- [O-]/[N+](=N\Nc1ccc(Cl)cc1)c1ccccc1
 : 111 | 103 | 93 | . | 101 | 101 | 108 | 98 | 88
- COc1cccc(C2SCC(=O)N2n2cnnc2)c1 (centres undefined)
 : 105 | 105 | 100 | 114 | 105 | 100 | 115 | 117 | 94
- O=C(CCCCCC1CCCCC1)OCC1CCCO1 (centres undefined)
 : 107 | 115 | 114 | 124 | 146 | 121 | 121 | 113 | 111

Continuation:
SMILES	NCI/ADR-RES	OVCAR-8	NCI-H23	IGROV1	OVCAR-3	SK-OV-3	OVCAR-5	OVCAR-4	NCI-H522
O=C1/C(=C/c2ccc(Cl)cc2)CN(C(=O)C(Cl)Cl)C/C1=C\c1ccc(Cl)cc1	-3.0*	-3.4*	-69*	-76*	-98*	-7.8*	-62*	1.0*	-60*
Nc1c(C(=O)Nc2ccccc2Cl)sc2nc3c(cc12)CCCCCC3	35	49	72	26	22	44	61	.	58
CSc1nc(N)c(S(=O)(=O)O)c(N)n1	103	100	100	112	102	103	93	105	93
C=C1C(=O)O[C@H]2[C@H]1CC/C(COC(=O)CCSCCC(=O)O)=C\CC[C@@]1(C)O[C@@H]21	97	105	98	56	70	90	72	80	25
CSc1nnc(N)s1	108	104	106	98	116	105	112	107	95
Cc1cccc(-c2nnc(-c3nc4ccccc4nc3Cl)o2)c1	105	100	94	100	.	93	110	93	101
NC(=O)c1ccc[n+](CCc2ccccc2)c1	103	103	93	89	105	95	92	101	86
Cc1cc(N2CCN(CC(=O)Nc3ccc4c(ccn4Cc4ccccc4)c3)CC2)nc(N2CCCCC2)n1	70	46	87	72	71	.	92	91	74
CCOC(=O)c1cnc2sc(-c3ccccc3)nc2c1Cl	91	110	80	98	104	97	101	96	100
O=C(CCCCCSc1nc(-c2ccccc2)cc(-c2ccccc2)n1)NO	78	79	98	87	85	88	88	106	49
Cc1ccccc1NC(=O)Nc1ccccc1C	107	100	103	118	116	107	102	114	97
O=C(Nc1ccccc1)OCCc1ccccn1	107	107	108	114	114	113	98	111	102
CC1=NN(c2cccc(Cl)c2)C(=O)/C1=C\c1cccn1Cc1ccccc1	103	97	97	97	112	92	92	93	87
CCC(O)CN(C)C (centres undefined)	112	101	121	117	116	104	97	.	.
Cc1ccc(C(=O)Nc2ccc(CCN3CCOCC3)cc2)cc1Nc1ncnc2nc[nH]c12	93	109	94	102	116	93	108	91	87
COc1cc2c(c(OC)c1OC)C(=O)CC(c1cccc(NC(=O)[C@@H](N)CC(C)C)c1)O2 (some centres undefined)	100	95	102	107	98	109	112	102	90
NC(N)=N/N=C\c1c(Cl)cccc1Cl	88	91	84	89	111	108	101	77	90
COc1ccc([N+](=O)[O-])cc1NS(=O)(=O)c1cccc(C(=O)N(C)Cc2ccc(C)cc2)c1	85	98	88	69	114	104	85	92	83
Cc1c(-c2ccc(Br)cc2)c(=O)oc2cc(O)ccc12	92	84	95	90	96	100	104	83	85
N#Cc1cccc(NC(=O)c2cc(-c3ccc(F)cc3F)ccc2O)c1	4.6*	11&17	2.7*	13&29	9.7*	5.9*	15&37	8.8*!	1.9*
O=S=NCCCCl	100	103	103	102	105	96	98	105	71
O=[N+]([O-])c1ccc(N=NNc2ccc([N+](=O)[O-])cc2)cc1	104	101	90	119	81	100	99	84	72
O=C1CCCc2c1oc1c2CCCC1	99	104	98	110	111	108	96	113	109
CCOP(=O)(OCC)OC[C@]12CCC(C)(C)C[C@H]1C1=CC[C@@H]3[C@@]4(C)C/C(=C\c5cccnc5)[C@H](OP(=O)(OCC)OCC)C(C)(C)[C@@H]4CC[C@@]3(C)[C@]1(C)CC2	52	29	18	43	29	35	50	28	20
O=C1Oc2ccccc2C(=O)/C1=C/N1C(=O)CNC1=S	106	98	96	101	105	94	103	108	95
Going on with the list:
SMILES	NCI/ADR-RES	OVCAR-8	NCI-H23	IGROV1	OVCAR-3	SK-OV-3	OVCAR-5	OVCAR-4	NCI-H522
COc1cc(/C=C/C(=O)c2c(C)n([O-])c3cc(C)c(C)cc3[n+]2=O)cc(OC)c1OC	72	63	73	-21*	.	87	111	73	34
O=C(CC1Sc2ccccc2NC1=O)NNc1cc(Cl)ccc1Cl (centres undefined)	82	73	81	89	85	88	78	88	93
Cc1cc(NCCCCNc2ccnc3cc(Cl)ccc23)nc(Nc2ccc(C(=O)N3CCCCC3)cc2)n1	47	7.7*	41	30	8.5*	97	83	35	-42*
COc1ccc(-n2c(=O)n(-c3nc4ccc(OC)cc4s3)c(=O)c3cccnc32)cc1	95	103	90	75	100	115	93	101	92
O=C(O)C1C(c2ccccc2)c2ccccc2C(O)C1CO (centres undefined)	109	103	106	118	134	95	101	108	.
CCOC(=O)c1c2c(cn1Cc1cc(OC)cc(OC)c1)-c1oncc1CC2	101	100	106	96	112	119	93	110	89
COc1cc(C2CC(=O)Nc3cc(O)ccc32)cc(OC)c1OC (centres undefined)	110	95	101	96	114	101	105	101	65
COC(=O)C(Cc1ccccc1)Nc1nc(NC(Cc2ccccc2)C(=O)OC)nc(N2CCOCC2)n1 (centres undefined)	111	100	107	99	111	103	106	107	91
COC(=O)c1cc(=O)[nH]c(N)n1	104	103	105	113	109	99	107	102	105
CCN(CC)CCOc1ccc2ccc(=O)oc2c1	101	99	106	109	115	93	96	101	90
CCOC(=O)CNS(=O)(=O)CC(=O)c1ccccc1	102	108	101	95	126	105	101	85	90
OC1CCC2C=CCC1S2 (centres undefined)	110	106	107	102	113	117	107	100	.
CCN1C(=O)/C(=C/C(=O)OC)S/C1=N\NS(=O)(=O)c1ccc(C)cc1	102	99	97	101	109	108	105	99	97
NC1=C(O)C(=O)C(/C=C/c2ccccc2)O1 (centres undefined)	98	105	91	93	110	112	96	102	106
CCCCOc1nc2ccc(C)cc2cc1/C=C/C(=O)/C=C/c1ccc2c(c1)OCO2	92	39	82	90	75	106	131	95	61
COC(=O)c1ccc2oc(NC(=O)c3ccc(N4CCOCC4)c([N+](=O)[O-])c3)nc2c1	103	99	93	100	107	90	93	91	91
O=c1cc(-c2ccc3c(c2)OCCO3)oc2cc(Cl)ccc12	38	13	61	-9.4*	-40*	2.0*	33	-12*	-13*
COc1cccc(C2SC(C)C(=O)N2CCc2cccs2)c1 (centres undefined)	50	59	42	39	54	75	97	35	30
COc1ccncc1S(=O)(=O)NC(=O)Nc1ccc(Cl)c(Cl)c1	90	98	89	83	90	114	90	96	83
O=C(O)c1cccc[n+]1[O-]	105	104	123	90	96	112	107	93	97
Cc1ccc(S(=O)(=O)NCCCCCCNS(=O)(=O)c2ccc(C)cc2)cc1	.	78	90	99	92	91	120	76	56
CC(=O)Nc1ccc(-c2ccccc2)cc1[N+](=O)[O-]	100	101	102	112	118	105	90	120	101
COc1ccc(C2=NN(C(=O)[C@H]3[C@@H](c4cc(Cl)ccc4OCC(=O)O)c4sc(=O)[nH]c4S[C@@H]3C)C(c3ccc4ccccc4c3)C2)cc1 (some centres undefined)	102	102	.	101	113	103	107	110	104
C/C=C/[C@@H]1C=C[C@@H]2C[C@H](C)CC[C@H]2[C@]1(C)/C(O)=C1/C(=O)[C@H](CO)N(C)C1=O	6.9*	43	57	57	49	75	118	71	58
Cc1ccc(Nc2ncnc3c2c(C)nn3-c2ccccc2)cc1	102	100	104	113	104	97	95	93	97
More compounds
SMILES	NCI/ADR-RES	OVCAR-8	NCI-H23	IGROV1	OVCAR-3	SK-OV-3	OVCAR-5	OVCAR-4	NCI-H522
NCCNc1nc2ccccc2c2c(=O)c3cc(F)cc(Cl)c3sc12	-45*	-49*	75	72	-89*	.	-82*	-73*	-45*
CCCn1cc(/C=N\N=C2\C(=O)Nc3c(C)cc(C)cc32)c2ccccc21	93	83	92	73	87	89	110	68	68
C1=C(c2ccccc2)CCCCC1	100	100	106	100	108	109	107	114	.
CNC(=O)c1cc(Oc2cccc3nc(NC(=O)Nc4cc(C(F)(F)F)ccc4Cl)ccc23)ccn1	94	78	80	108	95	115	99	-10*	94
Nc1nc(N)c2c(n1)NC(c1cccc(Nc3ccnc4cc(C(F)(F)F)ccc34)c1)CC(c1ccc(Br)cc1)=N2 (centres undefined)	57	66	66	59	38	57	107	77	49
CC1CN2CN(C3CCCC3)CN3C(C)CN4CN(C5CCCC5)CN1C4C23 (centres undefined)	100	102	97	104	107	109	102	105	99
CN(C)CCn1c2ccccc2c2nc3ccc([N+](=O)[O-])cc3nc21	8.4*	-16*	-9.8*	4.8*	7.6*	8.2*	-0.2*	17	-25*
S=C(N/N=C\c1ccc2c(c1)OCO2)N/N=C/c1ccc2c(c1)OCO2	100	108	98	44	93	95	91	96	108
COc1cc(/C=C/C(=O)N2CCN(CC(=O)N3CCCC3)CC2)cc(OC)c1OC	104	93	99	97	116	96	104	97	100
CCCCCCOCCOCCCNC(=O)c1cccnc1	110	112	106	105	115	109	105	105	99
C1COC2(CCC3(CC2)OCCO3)O1	109	103	104	102	106	96	100	102	90
O=C1c2c(c3c4cc(Br)ccc4[nH]c3c3ccc4ccccc4c23)C(=O)N1CCN1CCNCC1	69	57	77	68	.	94	113	103	74
Cc1ccc(C=O)c(C)c1	98	102	101	105	110	105	100	104	89

From PubChem BioAssay
